# Bioassay records as filed in PubChem.
# L929 necroptosis: inhibitors of zVAD-triggered necroptosis, primary screen, L929 cells; L929 zVAD necroptosis rescue, ATP luminescence, 24 h; with zVAD 60 µM; viability rescue, % at 10 µM; 0.38% of 220,000 active; AID 1377, 2008;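 active = activation, scaled between plate controls, above about 75%, limit read from the data; inactive = activation under that limit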;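 also: 0% = zVAD with DMSO and 100% = DMSO alone without zVAD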
# PERK inhibitor: block of dimerizer-induced PERK translation repression, primary screen, PERK inhibitor project, CHO PERK-DD cells, SEAP luminescence, HTS; Eukaryotic translation initiation factor 2-alpha kinase 3 (Homo sapiens), Q9NZJ5; CHO PERK-DD fusion, SEAP luminescence translation reporter; inhibition, % at 5.6 µM; 0.17% of 220,000 active; AID 1416, 2008;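 active = inhibition above the mean inhibition of all tested compounds plus 3 SD, set separately per screening campaign, cut at about 2.9% in these data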;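 also: PERK kinase domain activated by AP20187 dimerizer at 100 nM; 0% = DMSO with dimerizer and 100% = rapamycin at 8.4 µM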
# MDM2 E3 inh: MDM2-luciferase reporter signal enhancers, primary screen, MDM2 E3 ligase inhibitor project, cell-based, luminescence, 1536-well; E3 ubiquitin-protein ligase Mdm2 (Homo sapiens), Q00987; cell-based MDM2 ubiquitination luciferase reporter, 2 h; 0 = plate control, 100 = twice control, blank-subtracted; signal enhancement, % at 5 µM; 0.11% of 210,000 active; AID 1230, 2008;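 active = signal enhancement of 30% or more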;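 also: luminescence tracks abundance of the self-degrading MDM2-luciferase fusion protein; higher signal means inhibition of MDM2 E3 ligase activity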
#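 system = mammalian cells stably expressing self-ubiquitinating, self-degrading MDM2 E3–luciferase fusion | quantity = 2000 cells per well seeded | incubation = 4 h cell settling then 2 h compound exposure, 37 °C | signal = SteadyLite luminescence, 15 min reagent step | benchmarks = plate control and blank wells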
# m-calpain inh: inhibitors of pig calpain II, primary screen, biochemical, fluorogenic peptide substrate, 1536-well; purified calpain II, 30 min; inhibition, % at 16 µM; 0.37% of 220,000 active; AID 1236, 2008;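 active = inhibition above about 50%, limit read from the data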
# eIF4E 4G PPI: eIF4E–eIF4G protein interaction inhibitors, primary screen, biochemical, uHTS, TR-FRET, eIF4GI fragment; TR-FRET eIF4E-eIF4GI(517-606) binding, 2 h; inhibition, % at 21.7 µM; 0.37% of 220,000 active;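 active = inhibition above about 30%, limit read from the data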;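 also: 0% = full FRET control wells and 100% = background wells lacking eIF4GI fragment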
# EBV gp42 block: Epstein-Barr virus gp42 inhibitors, primary screen, biochemical, uHTS, fluorescence polarization | Fluorescence polarization binding assay, mP read-out | inhibition, % (tested at 21.74 µM) | 0.42% of 220,000 active | AID 1085, 2008; in the data active = inhibition above about 50%
# Cl transport mod: KCC2 cotransporter modulators, thallium flux, primary screen, cell-based, HEK293 KCC2, FluoZin-2 fluorescence, MLSMR; KCC2 cells, thallium flux FluoZin-2 fluorescence; B-score of Tl+ flux slope (higher = more flux/activation; lower = inhibition) at 10 µM; 2.2% of 190,000 active; AID 1456, 2008;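 active = thallium flux slope and its plate-corrected score both differing from the plate sample mean at a set confidence after two filtering rounds, in either direction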;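 also: slope of fluorescence scaled to starting intensity during 10 to 20 s after thallium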
# TNF death inh: inhibitors of TNF-alpha triggered necroptosis, primary screen, cell-based, Jurkat FADD-/-, single concentration; Jurkat FADD-/- TNF necroptosis rescue, ATP luminescence, 24 h; 0 = TNF only, 100 = no-TNF cells; activation (protection from cell death), % at 10 µM; 0.068% of 220,000 active; AID 463075, 2010;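 active = activation, meaning protection from cell death, of at least 50% relative to plate controls; inactive = activation below 50%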;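 also: necroptosis triggered by 40 ng/mL TNF-alpha added together with compound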
# Rad51 HR inh: human RAD51 strand exchange inhibitors, primary screen, biochemical, fluorescence; DNA repair protein RAD51 homolog 1 (Homo sapiens), Q06609; hRad51 DNA strand exchange, fluorescence dequenching; inhibition, % at 10 µM; 0.085% of 200,000 active;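 active = inhibition above 40% at the single screening dose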;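 also: 0% = DMSO control wells and 100% = blanks with heterologous ssDNA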
#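 Material: Human Rad51 nucleoprotein filaments preassembled on unlabelled ssDNA | Also added: Labelled 47-mer dsDNA for strand exchange | Dosing: Single dose, 10 µM final compound | Schedule: 30-min compound preincubation and 15-min exchange, both room temperature | Technique: Fluorescence dequenching at 485/520 nm | Measure: Percent inhibition relative to plate controls and blanks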
# The depositor's hits bear a star; . = no result given; [ ] = remark or other dose.
No.	molecule	Cl transport mod	m-calpain inh	MDM2 E3 inh	PERK inhibitor	L929 necroptosis	Rad51 HR inh	TNF death inh	EBV gp42 block	eIF4E 4G PPI
1	Cc1cccc(-n2c(C)cc(/C=N\NC(=O)c3ccco3)c2C)c1	-1.1	10	-9	2.6	-0.4	17	-2.3	-4	1
2	CCc1cc([N+](=O)[O-])cc(CC)c1N	-0.49	-37	-15	1.3	0.3	-1	-0.8	-8	-14
3	CC(C)n1c(Sc2nccn2C)nc2c1c(=O)n(C)c(=O)n2C	1.5	-5	13	-0.1	-0.3	-1	-1.3	-9	2
4	Cc1ccc(-c2ccc([C@H]3[C@@H]4C=CCC[C@@]4(C)C(=O)N3Cc3ccccc3)c(F)c2)cc1	0.56	66*	-2	.	0.4	5	1.0	-11	0
5	Cc1oc2c(c1C(=O)N1CCC(C)CC1)C(=O)c1ccccc1C2=O	-0.14	-5	.	0.0	.	1	-22	-10	8
6	Cn1c(-c2ccc(F)cc2)cnc1SCC(=O)NCc1ccco1	.	0	-7	-0.1	0.0	-11	-1.9	-17	1
7	Cc1ccc(Sc2cc(N3CCOCC3)nc(-c3ccccc3)n2)cc1	-0.26	-4	-11	1.6	1.1	.	0.3	-8	3
8	Cc1cc(NN)nc(NS(=O)(=O)c2ccccc2Cl)n1	0.012	-25	-9	0.7	3.7	-56	1.2	-9	-1
9	COc1ccc2c(C)cc(=O)oc2c1C	-0.15	-126	-5	0.6	0.4	0	-1.1	-3	3
10	CCc1cccc(CC)c1-n1c(SCn2nnc3ccccc3c2=O)nnc1-c1cccnc1	0.11	5	0	-2.1	-0.3	.	-3.7	-15	5

# Later entries
No.	molecule	Cl transport mod	m-calpain inh	MDM2 E3 inh	PERK inhibitor	L929 necroptosis	Rad51 HR inh	TNF death inh	EBV gp42 block	eIF4E 4G PPI
11	O=C(OCC(=O)C12CC3CC(CC(C3)C1)C2)c1cccnc1Cl	0.5	32	-3	0.4	0.1	4	1.1	-22	-4[fluorescence artefact?]
12	O=C(CC1SCCNC1=O)Nc1cccc(C(F)(F)F)c1 (centres undefined)	-0.12	6	-14	0.2	0.1	0	0.4	1	0
13	CCOC(=O)C1(CCCc2ccccc2)CCN(C(=O)c2cnn(CC)c2)CC1	-0.72	-23	2	-0.2	-0.8	9	0.9	-13	-3
14	O=C(OCC(=O)N1CCOCC1)c1ccccc1SCC(=O)N1CCCC1	0.71	-19	-2	1.2	-0.3	2	-2.1	-22	-1[fluorescence artefact?]
15	COCCN(C(=S)Nc1ccc(C)cc1)C(C)c1cccnc1 (centres undefined)	-0.13	4	-3	1.2	-0.2	11	0.4	-9	2
16	COc1cc(Cl)c(C)cc1NC(=O)CSc1ccc(NC(C)=O)cc1	-0.83	14	4	-0.8	0.9	18	0.5	-12	2
17	Cc1ccc(/C=N/Nc2nc(C)cc(C)n2)cc1	-0.57	19	1	0.3	-0.1	.	1.7	-11	-2
18	S=c1[nH]nc(-c2cc(-c3ccccc3)n[nH]2)n1/N=C/C(Br)=C/c1ccccc1	-0.29	7	-5	0.3	26	-7	-14	5	0
19	Cc1nc(C(=O)NNC(=O)c2ccccc2Cl)c(C(F)(F)F)o1	5.6*	-5	-14	0.8	-0.8	10	-0.5	-1	-1
20	O=S(=O)(c1ccc(S(=O)(=O)n2cnc3ccccc32)cc1)N1CCCCCC1	1.2	20	-15	1.3	0.0	1	-3.1	3	16[fluorescence artefact?]

# (more compounds)
No.	molecule	Cl transport mod	m-calpain inh	MDM2 E3 inh	PERK inhibitor	L929 necroptosis	Rad51 HR inh	TNF death inh	EBV gp42 block	eIF4E 4G PPI
21	COc1ccc(C(=O)/C=C/Nc2cccc(O)c2)cc1	.	-7	-15	-1.2	0.6	-5	-2.7	-2	11[fluorescence artefact?]
22	CCc1cccc(C)c1N(C(=O)Cn1c(CO)nc2ccccc21)C(C)COC (centres undefined)	0.42	8	-13	-0.8	0.1	5	-1.3	-4	-2
23	Cc1ccc(S(=O)(=O)Nc2ccc3[nH]c(=O)[nH]c3c2)c(C)c1	0.81	-4	3	1.6	-0.6	6	-3.2	-10	-5
24	CCc1ccc(OCC(=O)NNC(=O)c2nn(CC)c(=O)c3ccccc23)cc1	1.1	-6	-1	-0.1	5.2	20	0.0	5	0
25	Cc1ccc(NC(=S)N(CCCN2CCCC(C)C2)Cc2ccco2)cc1C (centres undefined)	-0.8	-16	-3	0.6	0.1	2	2.1	-6	1
26	Cc1cc(Cl)ccc1OCC(=O)N1C(C)CCCC1C (centres undefined)	-0.29	5	-10	-1.0	-0.1	-2	-1.0	-17	2
27	Cc1cc(C)nc(NNC(=O)c2ccccc2O)n1	-0.39	-18	-11	0.6	1.1	3	0.9	-8	-1
28	O=S(=O)(NCC1CCCO1)c1ccc(-c2ccc(S(=O)(=O)NCC3CCCO3)cc2)cc1 (centres undefined)	-0.35	21	-34	0.2	1.2	-10	-5.2	-20	1
29	COCC(=O)Nc1ccc(C(=O)Nc2ccccc2Cl)cc1	.	-14	-44	0.8	15	22	0.6	-1	-1
30	Cc1c(Cc2ccccc2)c(=O)oc2c(C)c(OCC(=O)Nc3ccc(C#N)cc3)ccc12	1.5	-32	-13	1.1	-0.2	-1	0.6	6	-2[fluorescence artefact?]

# Continuation.
No.	molecule	Cl transport mod	m-calpain inh	MDM2 E3 inh	PERK inhibitor	L929 necroptosis	Rad51 HR inh	TNF death inh	EBV gp42 block	eIF4E 4G PPI
31	COc1ccc(/C=C/c2c([N+](=O)[O-])c(=O)n(C)c(=O)n2C)cc1O	-0.05	26	-12	0.3	2.2	-11	1.2	6	7[fluorescence artefact?]
32	CCc1cc2c(=O)c(-c3ccc4c(c3)OCCO4)coc2cc1OS(C)(=O)=O	-0.0015	-9	-10	-0.2	0.8	-2	3.2	-10	2
33	CC(C)(C)C(=O)c1sc2nc(-c3cccs3)cc(C(F)(F)F)c2c1N	.	-151	-24	0.6	1.6	-282	-1.3	9	-2
34	CC(C)[C@H](NC(=O)c1ccccc1)C(=O)OCC(=O)Nc1ccc2c(c1)OCCO2	-0.1	11	-9	-0.2	1.2	3	1.8	-3	-2
35	COc1ccccc1N1CCN(C2=NS(=O)(=O)c3ccccc32)CC1	-0.013	1	-40	-0.1	-0.4	-3	-2.2	-19	-13
36	O=C1OC(c2ccccc2)c2ccccc21 (centres undefined)	.	-3	-8	1.2	0.4	3	1.3	-3	2[fluorescence artefact?]
37	O=C(COc1ccc(Cl)cc1Cl)NCc1ccco1	.	27	7	0.5	1.7	1	-1.5	-22	4
38	O=c1[nH]c2ccccc2c(=O)n1CCCO	.	-12	2	-0.1	0.0	-9	0.2	-9	3
39	CCC1(c2ccccc2)NC(=O)N(CC(=O)Nc2cccc(C#N)c2)C1=O (centres undefined)	.	30	-22	0.4	0.9	-4	-0.2	-26	-2
40	COc1ccc(C2CC(=O)C(C=NCCN3CCN(C(C)=O)CC3)=C(O)C2)cc1 (centres undefined)	0.032	3	6	0.2	-0.2	5	0.8	-1	7

# The results go on.
No.	molecule	Cl transport mod	m-calpain inh	MDM2 E3 inh	PERK inhibitor	L929 necroptosis	Rad51 HR inh	TNF death inh	EBV gp42 block	eIF4E 4G PPI
41	Cc1c(NC(=O)c2ccco2)cccc1C(=O)NN1C(=O)c2ccccc2C1=O	0.54	-9	9	-0.2	3.1	7	-0.1	-15	2
42	O=C(N/N=C/c1ccc(OC(F)F)cc1OC(F)F)NC1CCCCC1	-0.57	34	-11	-0.4	43	5	0.7	12	-4
43	O=C1c2ccccc2C(=O)N1CC(=O)N1c2ccccc2CCc2ccccc21	0.97	-11	-6	-0.4	-0.3	8	-5.4	-7	11
44	CN(Cc1cn(C)nc1-c1ccccc1F)CC1CCN(Cc2ccccc2)CC1	-0.91	-4	-12	-1.8	-0.2	-2	0.8	-13	-5
45	Cc1nn(-c2ccc(C(=O)OC(C)C)cc2)c(C)c1[N+](=O)[O-]	0.64	15	-5	1.6	-0.2	-5	0.0	-14	3
46	CCOc1ccc2nc(N3CCCCCC3)sc2c1	.	13	-33	0.3	7.1	3	1.5	-12	8
47	CCCCCn1c(Sc2ccccc2)nc2c1c(=O)[nH]c(=O)n2C	.	7	-7	-0.1	0.0	-4	-2.8	0	0[fluorescence artefact?]
48	Nc1nc(CN2CCCCCC2)nc(Nc2ccccc2)n1	-0.092	-2	8	-0.2	0.3	0	1.0	-8	-5
49	COC(=O)c1cc(=O)nc2scc(C)n12	0.54	12	.	1.5	.	1	-1.0	-6	-5
50	C/C(=N\NC(=O)c1cccc(N2CCCC2=O)c1)c1ccc(N)cc1	0.01	-15	-1	0.2	2.8	-3	0.5	0	-1

# Next part.
No.	molecule	Cl transport mod	m-calpain inh	MDM2 E3 inh	PERK inhibitor	L929 necroptosis	Rad51 HR inh	TNF death inh	EBV gp42 block	eIF4E 4G PPI
51	O=C(CCNc1n[nH]c(=O)[nH]c1=O)N/N=C\c1ccc(Br)cc1	1.4	-1	-10	1.9	0.6	-1	0.2	-12	-1
52	CCCCNC(=O)c1onc(CSc2cccc(Cl)c2)c1C(=O)O	-1.4	-59	-13	0.9	-0.2	6	-0.7	-18	4[fluorescence artefact?]
53	O=C(Nc1ccc2c(c1)OCCO2)c1ccc(NC(=O)C2CCCO2)cc1 (centres undefined)	.	-29	-12	-1.0	1.4	1	-2.2	-10	-1
54	Cc1ccc(C)c(N2CCN(C(=O)CCc3nc4ccccc4[nH]3)CC2)c1	0.54	18	.	0.4	.	1	0.7	-12	-3
55	CCO/N=C/C(=O)Nc1ccc(F)cc1F	.	3	-14	0.2	-0.6	.	0.2	9	-3
56	C=CCNC(=O)c1ccc(C(=O)c2ccccc2)cc1	.	-1	-2	-0.3	1.7	-2	-0.2	-12	0

# Exported with one line to a screen: entries from further up.
51) O=C(CCNc1n[nH]c(=O)[nH]c1=O)N/N=C\c1ccc(Br)cc1
52) CCCCNC(=O)c1onc(CSc2cccc(Cl)c2)c1C(=O)O
53) O=C(Nc1ccc2c(c1)OCCO2)c1ccc(NC(=O)C2CCCO2)cc1 (centres undefined)
54) Cc1ccc(C)c(N2CCN(C(=O)CCc3nc4ccccc4[nH]3)CC2)c1
55) CCO/N=C/C(=O)Nc1ccc(F)cc1F

Assay by compound | 51 | 52 | 53 | 54 | 55
Cl transport mod | 1.4 | -1.4 | . | 0.54 | .
m-calpain inh | -1 | -59 | -29 | 18 | 3
MDM2 E3 inh | -10 | -13 | -12 | . | -14
PERK inhibitor | 1.9 | 0.9 | -1.0 | 0.4 | 0.2
L929 necroptosis | 0.6 | -0.2 | 1.4 | . | -0.6
Rad51 HR inh | -1 | 6 | 1 | 1 | .
TNF death inh | 0.2 | -0.7 | -2.2 | 0.7 | 0.2
EBV gp42 block | -12 | -18 | -10 | -12 | 9
eIF4E 4G PPI | -1 | 4[fluorescence artefact?] | -1 | -3 | -3

# Not a hit list; 3.6% or so of the library scored in one or more.
